# All columns: NCI-60 one-dose screen, growth in % after 48 h at 10 µM unless noted; 100 = growth as untreated, 0 = no growth, -100 = all killed.
# DU-145: DU-145 prostate cancer; 4.2% of 81,000 active; AID 1794760
# U251: U251 CNS tumor cells. AID 1794753. 5.4% of 80,000 active
# SNB-19: SNB-19 CNS cancer cells | AID 1794751 | 2.5% of 81,000 active
# SF-539: SF-539 CNS cancer. 6.8% of 81,000 active. AID 1794752
# SF-295: SF-295 CNS cancer cells. 5.6% of 79,000 active
# SF-268: SF-268 CNS cancer cells | 3.1% of 82,000 active | AID 1794759
# OVCAR-8: OVCAR-8 ovarian cancer | 4.4% of 81,000 active
# PC-3: PC-3 prostate cancer cells; AID 1794754; 3.9% of 80,000 active
# * marks the source's active call; other numbers are inactive results; / = not tested or not shown; & = joins results of further samples; [ ] = dose if it differs, or a comment. The calls were made as follows: active = growth percent below 10; inactive = the rest.
SMILES,DU-145,U251,SNB-19,SF-539,SF-295,SF-268,OVCAR-8,PC-3
CCCC(=O)Nc1ccc(C)cc1,116,98,111,107,100,104,109,99
CCCCC(=O)N1CCCC(C)C1 (stereo unspecified),124,103,98,104,103,113,95,110
O=C(c1cccc(C(=O)c2ccc3c4c(cccc24)C(=O)N(c2ccccc2)C3=O)c1)c1ccc2c3c(cccc13)C(=O)N(c1ccccc1)C2=O,/,89,111,99,103,97,89,82
CC(=O)c1ccc[n+](Cc2c(Cl)cccc2Cl)c1,121,93,117,105,97,107,99,98
COc1ccc(Cn2cc(Cn3c(=O)c(-c4nc5ccccc5[nH]4)cc4ccccc43)nn2)c(OC)c1OC,-60*,13,23,-29*,2.0*,2.4*,24,17
C=CCSC(=S)OCc1ccccc1,110,108,109,109,102,100,111,104
O=C1NC(=S)S/C1=C\c1cccc([N+](=O)[O-])c1,111,93,98,89,91,90,101,88
O=C(CSCC(=O)Nc1ccc2ccccc2c1)NCc1ccco1,98,93,89,102,95,96,99,98
CN(C)c1ccc(/C=C\N=Nc2ccc(Br)cc2)cc1,46,68,96,5.5*,29,53,47,52
O=C(CC(=O)Nc1cccc(C(F)(F)F)c1)Nc1ccc(Oc2ncnc3scc(Nc4n[nH]c(=S)s4)c23)cc1,107,100,96,99,108,99,98,97
Cn1c(=O)c2[nH]c(/N=N/SCCC(=O)O)nc2n(C)c1=O,114,100,107,96,98,102,104,97
O=c1[nH]cnc2ccc(Cl)cc12,139,101,108,107,109,117,105,/

# Overlap with the part before: 5 entries, then new ones.
SMILES,DU-145,U251,SNB-19,SF-539,SF-295,SF-268,OVCAR-8,PC-3
O=C(CSCC(=O)Nc1ccc2ccccc2c1)NCc1ccco1,98,93,89,102,95,96,99,98
CN(C)c1ccc(/C=C\N=Nc2ccc(Br)cc2)cc1,46,68,96,5.5*,29,53,47,52
O=C(CC(=O)Nc1cccc(C(F)(F)F)c1)Nc1ccc(Oc2ncnc3scc(Nc4n[nH]c(=S)s4)c23)cc1,107,100,96,99,108,99,98,97
Cn1c(=O)c2[nH]c(/N=N/SCCC(=O)O)nc2n(C)c1=O,114,100,107,96,98,102,104,97
O=c1[nH]cnc2ccc(Cl)cc12,139,101,108,107,109,117,105,/
CCN(CC)CCNC(=O)c1cn2ncnc(Oc3ccc(NC(=O)Nc4ccc(Cl)c(C(F)(F)F)c4)c(F)c3)c2c1C,8.0*,-49*,-48*,-80*,-53*,43,45,8.0*
COc1ccc(/C=C/C(=O)c2cccc(NS(C)(=O)=O)c2)cc1,43,38,88,95,92,82,/,/
COc1ccc(-c2cc(/C=C3\C(=O)Nc4ccc(OC)cc43)[nH]n2)cc1,40,38,62,25,1.9*,42,49,16
Cc1ncc(-c2ccsc2)c(NC2CCCCCC2)n1,109,81,89,98,98,96,98,93
Cc1ccc(O)c(C(=O)c2c[nH]c(=O)c(-c3ccccc3)c2)c1,102,97,95,100,100,90,92,92
CC1CN(Cc2ccco2)C(=O)NC1=O (stereo unspecified),106,95,/,97,93,91,97,86
CC(C)Sc1nc(NC2CC2)c(C#N)c(-c2ccccc2)n1,86&99,51&85,26&90,42&82,55&72,61&96,31&85,83&93
Nc1cc2cc(Br)ccc2c(=O)n1NC(=O)c1ccc(Br)cc1,141,98,95,92,95,112,109,101
COC(=O)c1oc2c(C(C)=O)c(OCCN3CCCCC3)ccc2c1C,117,105,125,116,99,95,107,94
CCN(CC)CC(O)CNCC(C)C (stereo unspecified),110,107,106,101,108,107,102,102
CCOS(=O)(=O)c1c(C(C)C)cc(C(C)C)cc1C(C)C,103,99,103,99,99,100,103,96
O=[N+]([O-])c1ccc(Cl)cc1P(=O)(O)c1cc(Cl)ccc1[N+](=O)[O-],111,/,100,92,113,104,99,96
Brc1cc2c(cc1C1SCCS1)OCO2,108,99,114,98,104,100,110,100
COC(=O)c1ccccc1OC(C)=O,111,97,96,97,97,101,104,104
COc1cc2c3cc1Oc1cc(ccc1O)C[C@@H]1c4c(cc(OC)c(O)c4Oc4ccc(cc4)C[C@@H]3N(C)CC2)CC[N+]1(C)C,110,109,103,/,108,102,106,97
Cc1nn(-c2ccccc2)c(N2CCCCC2)c1/C=N/N=c1\sc2ccccc2n1C,106,97,95,103,104,103,102,72
O=C1Nc2ccccc2/C1=N/N=C/c1ccco1,113,97,92,100,116,105,103,78
c1cnc2c(c1)CCC[C@@H]2N(CCCN1CCNCC1)Cc1nc2ccccc2[nH]1,108,89,79,99,103,87,88,81
CCC(=O)Cc1ccccn1,101,107,108,106,110,95,106,90
COc1ccc([C@H]2[C@H](C(=O)Nc3cc(C)cc(C)c3)c3ccccc3C(=O)N2c2ccc(OC)cc2)cc1,104,66,79,112,68,88,83,49
O=C1CNC(c2cccc([N+](=O)[O-])c2)N1O (stereo unspecified),106,102,101,99,108,104,92,95
C#CCOc1cc(/C=N/Nc2nc(-c3ccc(C)cc3)cs2)ccc1O,94,86,91,96,84,94,85,80
S=C1CCCC(=S)N1,111,101,103,100,104,99,105,103
CCN1C(=O)N(CC)C2C1NC(=S)N2/N=C/c1ccc(OC)cc1 (stereo unspecified),78,40,53,55,42,72,70,56
COc1ccc(/C=C2\N=C3SC=C(N)N3C2=O)cc1,26,/,54,27,/,37,36,21
COC(=O)c1c2c(c(C)[n+]([O-])c1C)C(=O)C(NCc1ccc(OC)cc1)=CC2=O,44,-14*,5.3*,10,67,23,-15*,4.7*
O=C(Nc1ccccc1[N+](=O)[O-])OC/C=C/c1ccccc1,105,99,/,111,76,98,103,79
COc1cc(CNC(=O)Cc2ccccc2)ccc1OCc1cn(-c2ccc(F)cc2)nn1,108,97,103,99,101,98,96,98
O=c1[nH]nc(-c2ccc(Cl)c(Cl)c2)cc1Cc1ccccc1,112,112,100,97,107,101,112,102
CCCCCCCCCCCCCCCCNC(=S)N/N=C/c1ccc(Cl)c(Cl)c1,106,105,117,106,103,99,103,105
CC1C(c2ccccc2)OCCN1C(=S)NC(=O)c1ccccc1 (stereo unspecified),113,101,113,98,96,103,104,100
BrCCN1CCOC1=Nc1ccccc1,121,99,105,99,94,110,104,92
COc1ccc2c(c1)N(CCO)C1=C(C(=O)CCC1)C2c1ccccc1 (stereo unspecified),110,92,98,104,106,101,97,103
C=CCN1C(=O)C(O)(CC(=O)c2cc3ccccc3oc2=O)c2ccccc21 (stereo unspecified),98,90,96,88,94,89,102,86
Cc1cc(=O)oc2cc(Oc3nc(-c4ccc(Cl)cc4)cn4c(-c5ccc(Cl)cc5)cnc34)ccc12,70,88,/,92,120,96,93,88
COC(=O)[C@H](CC(C)C)N1CC=CCN([C@@H](CC(C)C)C(=O)OC)S1(=O)=O,127[1.2 µM],99[1.2 µM],95[1.2 µM],99[1.2 µM],108[1.2 µM],107[1.2 µM],100[1.2 µM],97[1.2 µM]

# Only OVCAR-8, SF-268 and SF-539, for 3 of the compounds above:
SMILES | OVCAR-8 | SF-268 | SF-539
CCCCCCCCCCCCCCCCNC(=S)N/N=C/c1ccc(Cl)c(Cl)c1 | 103 | 99 | 106
CC1C(c2ccccc2)OCCN1C(=S)NC(=O)c1ccccc1 (stereo unspecified) | 104 | 103 | 98
BrCCN1CCOC1=Nc1ccccc1 | 104 | 110 | 99

# Other compounds follow.
SMILES,DU-145,U251,SNB-19,SF-539,SF-295,SF-268,OVCAR-8,PC-3
CCOc1ccc(N=c2ccc3c(-c4c(Cl)ccc(Cl)c4C(=O)O)c4ccc(Nc5ccc(OCC)cc5S(=O)(=O)O)cc4oc-3c2)cc1,104,95,109,115,113,98,91,88
N#Cc1ccccc1C#Cc1ccccc1C#Cc1ccc(OCCCCCCOc2ccc(C#Cc3ccccc3C#Cc3ccccc3C#N)cc2)cc1,111,106,108,98,106,115,99,99
O=C(Nc1ccc2[nH]c3ccccc3c2c1)c1ccccc1Cl,75,33,83,52,11,63,72,54
O=c1nc(N2CCOCC2)oc2c(-c3cccc4ccccc34)cccc12,98,86,92,85,89,81,85,60
O=C(Nc1ncc(Cc2ccccc2Cl)s1)c1ccc(OCc2ccccc2)cc1,66,91,97,88,77,88,91,80
COc1ccc(CNC(=O)c2c(C)n([O-])c3ccccc3[n+]2=O)cc1,/,97,98,112,111,100,96,86
O=C(CSc1nc2ccccc2c(=O)n1-c1ccccc1)N/N=C/c1ccc(N2CCOCC2)cc1,120,102,107,99,102,106,106,102
CC1CCN(/N=N/c2nc3c([nH]2)c(=O)n(C)c(=O)n3C)CC1,119,104,101,110,95,118,100,100
O=C1NC(=O)C(c2ccc(Cl)cc2)(c2ccccc2Cl)N1 (stereo unspecified),121,99,104,98,95,113,101,85
CN(NC(=O)C(=O)NCc1ccco1)C(=O)NC1CCCCC1,128,96,98,107,117,113,97,87
COc1cc2c(c(OC)c1OC)CCC(c1cccc(C(=O)Nc3cccc(Br)c3)c1)O2 (stereo unspecified),85,72,82,99,64,67,81,49
CC(C)(C)n1cc(-c2ccnc(NCCNS(=O)(=O)c3ccc(C(F)(F)F)cc3)c2)c(-c2cccc(O)c2)n1,76,37,70,54,44,57,59,25

# 2 neighbouring records from above:
SMILES,DU-145,U251,SNB-19,SF-539,SF-295,SF-268,OVCAR-8,PC-3
C=CCSC(=S)OCc1ccccc1,110,108,109,109,102,100,111,104
O=C1NC(=S)S/C1=C\c1cccc([N+](=O)[O-])c1,111,93,98,89,91,90,101,88

# Next section.
SMILES,DU-145,U251,SNB-19,SF-539,SF-295,SF-268,OVCAR-8,PC-3
O=C(N/N=C\c1ccc([N+](=O)[O-])cc1)c1ccc2nc(-c3ccc([N+](=O)[O-])cc3)[nH]c2c1,106,100,112,97,107,96,92,107
c1ccc(-c2oc3ncnc(NCCNc4ncnc5oc(-c6ccccc6)c(-c6ccccc6)c45)c3c2-c2ccccc2)cc1,/,100,104,106,98,/,104,108
CCCCCCCCCCCCCCCCCCNC1=C(Cl)C(=O)c2ccccc2C1=O,104,110,104,105,95,102,87,92
O=C1NC(=S)N/C1=C\c1ccccc1O,118,93,99,100,95,105,99,95
COc1ccc(CNC(=O)C2CCN(c3nc(C(F)(F)F)ccc3C#N)CC2)cc1,107,96,88,108,88,107,94,86
COc1ccc(/C=N/Nc2nc(Nc3ccccc3)nc(Nc3ccc(S(N)(=O)=O)cc3)n2)cc1,65,67,86,48,70,91,68,76
C#C[C@]1(O)CC[C@H]2[C@@H]3CC=C4c5sc(Nc6ccc(C(=O)O)cc6)nc5CC[C@]4(C)[C@H]3CC[C@@]21C,98,65,82,54,64,95,88,89
CC1(C)C(O)NC(Cl)=C(C#N)C1(C#N)C#N (stereo unspecified),110,110,105,96,174,123,103,114
COc1ccc(NC(=O)COc2ccc(/C=N/Nc3nc4ccccc4s3)cc2)cc1,105,99,89,87,97,101,94,100
Nc1ccc(N=Nc2c(S(=O)(=O)O)cc3cc(S(=O)(=O)O)cc(O)c3c2O)cc1,103,101,97,110,105,106,108,99
Cc1ccc(NC(=O)/C=C\C(=O)O)c(C)c1,112,105,98,108,101,115,107,97
COc1ccc(-c2csc(NC(=O)c3ccc(O)c(O)c3)n2)cc1,83,67,90,65,94,77,62,74
